Source: PubChem BioAssay
M1 ag parental – counter-screen for M1 agonists: effect in parental CHO-K1 cells; Fluo-8 calcium fluorescence; scaled to maximal ATP response, vehicle zero; activation, % at 3 µM; AID 602248, 2012; 360,000 tested, 0.48% active; in the data active = activation above about 15%;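 note: untransfected CHO-K1 host cells lacking M1 receptor as counterscreen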
M4 antag – human M4 muscarinic receptor antagonists, primary screen, CHO cells, Fluo-8 calcium fluorescence; CHO-hM4 cells, ACh EC80; inhibition, % at 3 µM; 360,000 tested, 0.73% active; AID 624125, 2012;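 active = inhibition above its plate's cutoff, the mean inhibition of sample wells plus 3 SD, cut at about 27% in these data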;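 note: 0% = acetylcholine EC80 with DMSO and 100% = DMSO without agonist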
Target sequence (P08173 whole entry, looked up): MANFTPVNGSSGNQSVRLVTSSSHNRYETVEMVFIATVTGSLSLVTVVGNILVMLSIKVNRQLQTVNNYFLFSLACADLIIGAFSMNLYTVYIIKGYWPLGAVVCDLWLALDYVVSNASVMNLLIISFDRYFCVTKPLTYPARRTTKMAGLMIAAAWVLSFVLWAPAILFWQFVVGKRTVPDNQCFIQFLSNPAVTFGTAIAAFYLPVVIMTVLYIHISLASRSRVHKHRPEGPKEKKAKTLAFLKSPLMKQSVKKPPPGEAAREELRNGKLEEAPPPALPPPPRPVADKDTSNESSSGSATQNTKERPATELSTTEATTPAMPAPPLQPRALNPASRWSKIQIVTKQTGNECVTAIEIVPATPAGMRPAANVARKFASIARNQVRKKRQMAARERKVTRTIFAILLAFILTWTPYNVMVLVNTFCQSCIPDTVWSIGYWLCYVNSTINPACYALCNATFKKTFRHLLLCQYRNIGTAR
CHRM1 PAM – human M1 muscarinic receptor positive allosteric modulators, primary screen, CHO-K1 cells, Fluo-8 calcium fluorescence, 1536-well. Muscarinic acetylcholine receptor M1 (Homo sapiens), P11229. CHO-K1 hM1, ACh EC20; 0% = ACh EC20, 100% = maximal ACh. activation, % at 3 µM. 360,000 tested, 0.088% active. AID 588819, 2011; in the data active = activation above about 19%, passing the limit was not always enough
Target sequence (P11229 whole entry, looked up): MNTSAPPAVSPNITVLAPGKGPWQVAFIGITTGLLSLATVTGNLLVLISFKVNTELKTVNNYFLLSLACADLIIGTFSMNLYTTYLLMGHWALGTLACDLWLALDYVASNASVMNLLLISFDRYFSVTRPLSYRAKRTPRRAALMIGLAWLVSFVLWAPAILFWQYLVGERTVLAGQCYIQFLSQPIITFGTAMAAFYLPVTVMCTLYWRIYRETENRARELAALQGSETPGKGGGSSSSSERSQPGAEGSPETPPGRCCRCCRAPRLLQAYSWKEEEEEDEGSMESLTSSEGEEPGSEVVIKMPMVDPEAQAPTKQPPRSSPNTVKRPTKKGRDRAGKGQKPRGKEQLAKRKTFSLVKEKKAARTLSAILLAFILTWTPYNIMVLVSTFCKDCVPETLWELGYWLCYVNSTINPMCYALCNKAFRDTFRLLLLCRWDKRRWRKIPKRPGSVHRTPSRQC
CHO parental Ca – ATP-evoked calcium signal inhibitors, parental CHO, primary screen, counter-screen for OX1R antagonist project, cell-based, fluorescence, Fluo-8 calcium dye; parental CHO-K1, ATP-induced calcium, Fluo-8 fluorescence; inhibition, % at 5.6 µM; 330,000 tested, 0.63% active; AID 463079, 2010;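 active = inhibition above that plate's mean sample inhibition plus 3 SD, cut at about 26% in these data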;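 note: 0% = ATP-challenged DMSO wells and 100% = DMSO wells without ATP; some compounds past the cut are filed as inactive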
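Test system: untransfected parental CHO cell line; also added: ATP stimulus; dosing: 5.6 µM, single dose; signal: calcium-sensitive Fluo-8 fluorescence; measure: percent inhibition of ATP-evoked calcium rise, normalized to controls; benchmarks: low control ATP plus DMSO, high control DMSO only; replication: one well per compound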
M1 ag – human M1 muscarinic receptor agonists, primary screen, Fluo-8 calcium fluorescence, CHO-K1 cells, HTS; Muscarinic acetylcholine receptor M1 (Homo sapiens), P11229; CHO-K1 hM1, agonist mode; 0% DMSO, 100% acetylcholine EC100; activation, % at 3 µM; 360,000 tested, 0.33% active; AID 588814, 2011;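 active = activation above the run's mean compound activation plus 3 SD, cut at about 16% in these data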;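 note: peak over basal fluorescence ratio within a 140 s kinetic read after compound addition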
CHO-K1 Ca antag – M1 antagonist counterscreen hit in parental CHO-K1 cells. 360,000 tested, 0.6% active. ATP-induced calcium, Fluo-8 fluorescence. inhibition, % at 3 µM;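 active = inhibition above a per-plate cutoff, the plate's mean sample inhibition plus 3 SD, cut at about 24% in these data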;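 note: 0% = DMSO plus EC80 ATP and 100% = DMSO alone without ATP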
M1 antag – human M1 muscarinic receptor antagonists, primary screen, CHO-K1 cells, Fluo-8 calcium fluorescence, 1536-well; CHO-K1 hM1, ACh EC80 antagonist; inhibition, % at 3 µM; 360,000 tested, 1.3% active;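 active = percent inhibition above its own plate's cutoff, namely the mean of that plate's compound wells plus 3 SD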;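 note: peak over basal fluorescence ratio during 140 s after agonist addition; 0% = ACh EC80 plus DMSO and 100% = DMSO alone without agonist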
OXTR potentiator – human OXTR potentiators, primary screen, fluorescence, CHO-OTR cells, Fluo-8 calcium | Oxytocin receptor (Homo sapiens), P30559 | Fluo-8 calcium fluorescence, potentiator mode; 0% = oxytocin EC15, 100% = EC100 | activation, % at 3 µM | 320,000 tested, 0.061% active | AID 2445, 2010;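 active = activation above that plate's cutoff, the mean activation of tested compounds plus 3 SD, cut at about 6.6% in these data, passing the limit was not always enough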;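 note: 100% uses oxytocin at 75 nM as the full agonist control; some results filed as inactive read as strong as hits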
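Assay system: CHO-OTR cells, human receptor / Also added: oxytocin at about EC15, sub-maximal agonist stimulus / Dosing: single dose, 3.0 µM nominal final compound concentration / Incubation: 6 min pre-incubation, 100 s read / Technique: Fluo-8 calcium dye fluorescence / Read-out: % activation vs EC15 and EC100 oxytocin / Benchmarks: EC15 oxytocin low, 75 nM oxytocin high / Replicates: singlicate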
CHRM4 agonist – human M4 muscarinic receptor agonists, primary screen, CHO-K1 cells, Fluo-8 calcium fluorescence. Muscarinic acetylcholine receptor M4 (Homo sapiens), P08173. CHO-K1 hM4/Gqi5; vehicle 0%, full acetylcholine response 100%. activation, % at 3 µM. 360,000 tested, 0.14% active. AID 624127, 2012;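 active = activation above the run mean over all test wells plus 3 SD, cut at about 32% in these data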;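 note: peak over basal fluorescence ratio per well then scaled between controls; 0% = DMSO wells and 100% = acetylcholine at EC100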
Starred values were filed as active, the others as inactive; . = no result given.

SMILES	M1 ag parental	M4 antag	CHRM1 PAM	CHO parental Ca	M1 ag	CHO-K1 Ca antag	M1 antag	OXTR potentiator	CHRM4 agonist
CC1CCCCC12NC(=O)N(CC(=O)N1CCc3ccccc31)C2=O (stereo not given)	-1.5	0	-2	-12	-7	-20	3	6	-1
COc1cccc(-c2nnc3n2N=C(C(C)(C)C)CS3)c1	0.8	10	10	-12	-5	-13	-2	2	0
O=C(CSc1nnc(-c2cc(-c3cccs3)nc3ccccc23)o1)NC1CCCCC1	0.0	-4	8	-19	-3	4	-15	-3	1
COc1ccc2c(c1)cc1c(=O)n(CC(=O)NC(C)CCc3ccccc3)nc(C)n12 (stereo not given)	0.4	-14	20	-7	1	-17	-17	1	1
Cc1c(Cc2ccccc2)c(=O)oc2c(C)c(OC(C)C(=O)NCC3CCC(C(=O)O)CC3)ccc12 (stereo not given)	0.1	8	1	10	-3	-5	-4	-1	0
COc1cc(Nc2ccn3nc(-c4ccccc4Cl)cc3n2)cc(OC)c1OC	4.3	6	-2	.	4	1	-3	.	9
CCOc1ccccc1OC(=O)c1cc2ccccc2oc1=O	1.3	-4	12	-13	-5	-22	-13	-8	1
COc1ccc(NC(=O)C2CCN(S(=O)(=O)c3c(C)noc3C)CC2)cc1OC	0.4	-2	11	3	-3	-7	-14	-5	1
COc1ccc(-c2csc3ncnc(N4CCN(S(=O)(=O)c5cccc(C(F)(F)F)c5)CC4)c23)cc1	1.2	-1	5	-14	-1	-7	-25	-7	1
Cc1cc(C)c2c(NC(=S)NC(=O)c3ccccc3)n[nH]c2n1	7.6	7	7	-1	0	16	-2	1	1
COc1ccc(/C=N\NC(=O)COc2ccc(C(C)(C)C)cc2)cc1Cn1nc(C)cc1C	-0.4	-10	-2	2	-1	9	0	-8	0
Cc1ccc(NC(=O)/C(C#N)=C(\N)C(Cl)(Cl)Cl)nc1	7.5	-2	10	-4	-4	-9	-9	-16	1
COc1ccc(CCC(=O)N2CCN(S(=O)(=O)c3ccc(OC(F)(F)F)cc3)CC2)cc1	2.5	9	3	-27	-2	-19	-2	-10	3
O=C(O)C1=CCCc2ccc(F)cc21	1.7	2	14	.	-1	-15	-19	.	2
Cc1ccc(C2C(=O)N(C3CCCC3)CC(=O)N2CC2COc3ccccc3O2)cc1 (stereo not given)	2.4	-12	2	-16	-5	-13	-5	-3	0
CC(=O)N/C(=C\c1ccc(F)cc1)C(=O)NC(Cc1c[nH]c2ccccc12)C(=O)O (stereo not given)	0.3	13	6	8	-2	-7	-11	4	0
CCc1ccc(NC(=O)NCCN2CCc3ccccc3C2)cc1	2.5	5	-4	-4	-9	-8	-7	-10	1
C/C(=N\NC(=S)Nc1ccc(C)cc1)c1cccc(N)c1	0.4	-10	6	-19	0	-12	-8	-2	2
Cc1cccc(CN2CCc3c(OCC(=O)N4CCCc5ccccc54)cccc3C2=O)c1	3.6	1	-2	-30	-5	6	0	-6	11
Cc1cccn2c(=O)c3cc(C(=O)NCCc4ccccc4)sc3nc12	1.0	8	4	-15	-3	-18	-2	-1	2
Cc1cc(N2CCN(C(=O)c3[nH]c(C(F)(F)F)nc3-c3ccccc3)CC2)c2ccccc2n1	0.1	-8	-3	.	-8	-17	-18	.	1
COCCN(C(=O)Cn1nnc2ccccc21)C(C(=O)NC1CCCC1)c1ccc(OC)cc1OC (stereo not given)	0.0	-12	3	-33	-3	-5	-4	4	1
CCCc1cc(=O)oc2cc(OCC(=O)NCc3cccs3)ccc12	0.8	-23	6	-13	-9	-9	-10	-5	1
Cc1ccc(C(=O)Nc2ccc3ccccc3c2)cc1	0.1	13	-3	-16	-7	3	2	-2	-1
COc1ccc(CCN=C(N)NS(=O)(=O)c2ccccc2)cc1OC	-0.1	7	4	-10	-8	-5	0	-7	0
N#Cc1ccc(C23CC4CC(CC(C4)C2)C3)[nH]c1=O	0.6	4	0	-9	-3	-1	5	-19	0
Cc1ccc2cc(CN(CC3CCCO3)C(=S)Nc3ccccc3)c(=O)[nH]c2c1 (stereo not given)	0.1	-8	0	-8	-3	-11	4	-1	0
CC(=O)Nc1ccc(Sc2ccccc2C(=O)Nc2ccc(F)cc2)cn1	3.5	3	1	11	5	3	-7	-8	4
O=C(CSc1nc2ccccc2[nH]1)N1CCCCC1	0.5	-13	5	-17	-3	-17	-6	-2	0
Cc1ccc(-c2cc(C(=O)OCC(=O)N(C)C3CCS(=O)(=O)C3)c3ccccc3n2)c(C)c1 (stereo not given)	6.8	10	-4	-26	-2	0	28	-7	18
CCC(=O)C1=C(N2CCCC2)CC(C)(C)CC1=O	1.0	-3	3	-12	-4	-13	-13	-8	1
CC(C)CC(=O)Nc1nnc(S(=O)(=O)N2CCc3ccccc32)s1	-0.5	-14	3	0	0	29*	5	-3	1
Cc1ccc(C(C)C)c(OCC(=O)NN=C2CCCC2)c1	0.2	-3	15	-10	-9	-14	-9	-4	1
C=CCOC(=O)c1sc(NC(=O)c2ccc(OC)cc2)nc1C	-0.1	2	12	-11	-6	-27	-13	-13	2
CCOC(=O)C1=C(C)N=c2s/c(=C\c3cc(OC)c(OC)c(OC)c3)c(=O)n2C1/C=C/c1ccccc1 (stereo not given)	-0.1	-21	3	-12	-5	-2	-4	2	0
O=C(COc1cccc(Cl)c1)Nc1cc(S(=O)(=O)N2CCOCC2)ccc1N1CCOCC1	0.4	0	5	-16	-3	-10	-9	-3	1
CC1CCN(c2ccc(C(=O)O)cc2N)CC1	0.0	-1	12	-3	-1	-9	-9	8	0
CCOC(=O)CNC(=O)C1CCCN(c2ncccn2)C1 (stereo not given)	0.5	0	6	-4	-4	-6	-12	-11	0
O=C(NCCCN1CCN(c2ccc(F)cc2)CC1)C1CCCN(c2ncnc3c2nc2n3CCCCC2)C1 (stereo not given)	7.2	-6	-16	-28	-2	-11	15	-10	9
CS(=O)(=O)N(Cc1ccco1)CC(O)Cn1c2ccccc2c2ccccc21 (stereo not given)	1.0	8	13	9	0	13	-6	-24	8
CS(=O)(=O)c1ccc(NC(=O)c2cccc(-n3cnnn3)c2)cc1	0.0	3	-3	11	-5	-7	0	-2	0
Cc1ccc(S(=O)(=O)CCC(=O)Oc2ccc(-c3nnco3)cc2)cc1	1.4	-6	12	-3	-1	-2	-14	-6	0
Cc1ccc(N2C(=O)c3n[nH]c(C)c3C2c2ccccn2)cc1 (stereo not given)	0.9	-22	10	-6	-2	-12	-3	3	0
Cc1oc(-c2ccccc2Cl)nc1CN1CCCCC1CO (stereo not given)	0.1	3	-2	-14	0	14	0	-1	1
COc1ccc(CCN2CC(C(=O)N3CCC(O)(c4ccccc4)CC3)CCC2=O)cc1 (stereo not given)	0.9	4	6	-20	-3	-7	-3	-6	3
CCn1c(=O)cc(OCC(=O)O)c2ccccc21	1.1	-2	4	-1	-4	-6	-8	-8	0
CC(=O)c1cccc(NC(=O)Nc2ccc(C(=O)N3CCOCC3)cc2)c1	0.4	12	5	-15	-3	-2	-6	-3	1
NCCN1CCN(S(=O)(=O)c2ccc([N+](=O)[O-])cc2)C=C1c1ccc(Cl)cc1	0.2	-8	-1	-20	-6	-4	4	3	2
Cc1ccc(CNC(=O)Cc2ccc(-n3cccc3)cc2)cc1	0.3	-6	8	6	1	-3	-10	-2	0
O=C(COC(=O)c1ccc(O)cc1)Nc1ccc2c(c1)OCO2	1.1	5	-2	-5	3	-9	-3	-3	5
Cc1c(NS(=O)(=O)c2ccc(N3CCCCC3)c([N+](=O)[O-])c2)c(=O)n(-c2ccccc2)n1C	0.7	2	6	-10	-8	-12	-10	3	1
O=C(CC1SCCNC1=O)Nc1cccc([N+](=O)[O-])c1 (stereo not given)	4.5	6	-2	0	-2	-4	11	-5	14
O=C(NC(=S)NC1CCN(Cc2ccccc2)CC1)c1ccc(F)cc1	-1.0	8	-12	-12	-10	-14	11	-8	0
CC(=O)Nc1cc(-c2cccc(C(=O)NCCO)c2)cn2c(-c3cccc(C(F)(F)F)c3)cnc12	2.8	-14	2	.	-5	1	-8	.	9
O=C(NCCN1CCOCC1)C(=O)NCC1OCCN1C(=O)c1ccc(Cl)cc1 (stereo not given)	1.1	-12	7	-9	-4	-8	-12	1	0
CC1CN(C(=O)CCC(=O)N2CCCCC2)c2ccccc2O1 (stereo not given)	-0.2	2	-5	0	-1	7	4	-3	0
CC(C)CC(=O)NC(=S)Nc1cccc(NC(=O)c2ccccc2Cl)c1	0.9	0	9	-6	-2	-16	-5	-13	4
CC(C)C[C@@H]1Cc2[nH]c(=S)[nH]c(=O)c2[C@H](C)O1	0.0	-3	.	.	.	-12	.	.	1
COc1ccc(CN(C)C(=O)Cc2c[nH]c3ccccc23)cc1	3.0	-1	2	-17	-2	-5	-5	-10	3
COc1cnc(-c2ccccc2)nc1OC	-0.3	-4	6	11	-4	-7	-10	-13	2

Entries from the list above with a tert-butyl group:
SMILES	M1 ag parental	M4 antag	CHRM1 PAM	CHO parental Ca	M1 ag	CHO-K1 Ca antag	M1 antag	OXTR potentiator	CHRM4 agonist
COc1cccc(-c2nnc3n2N=C(C(C)(C)C)CS3)c1	0.8	10	10	-12	-5	-13	-2	2	0
COc1ccc(/C=N\NC(=O)COc2ccc(C(C)(C)C)cc2)cc1Cn1nc(C)cc1C	-0.4	-10	-2	2	-1	9	0	-8	0

(list continues)
SMILES	M1 ag parental	M4 antag	CHRM1 PAM	CHO parental Ca	M1 ag	CHO-K1 Ca antag	M1 antag	OXTR potentiator	CHRM4 agonist
CCCOc1ccc(C(=O)ON=C2CCN(C)CC2)cc1	0.1	-5	6	-11	-7	7	0	-7	2
O=C(NC1CCS(=O)(=O)C1)c1cnccn1 (stereo not given)	0.5	-5	5	-12	-2	-10	-26	-5	0
CCC(=O)Nc1cccc(C(=O)OCC(=O)c2ccccc2Cl)c1	0.7	-7	6	-11	-3	-9	-9	-4	3
Cc1occc1C(=O)NC1CCCN(Cc2ccc(Cl)cc2)C1 (stereo not given)	0.1	10	-2	-31	4	-3	-4	-3	0
Fc1ccc(-c2csc(N3CCOCC3)n2)cc1	3.2	-11	12	-10	0	-6	-11	3	5
COc1cc(CNC(=O)C2CCCC2)cc(OC)c1OC	0.6	-16	27*	-8	1	-10	-26	-13	3
NC(=O)c1nsc(C(=O)N(c2ccc(F)cc2)C(C(=O)NC2CCCC2)c2ccncc2)c1N (stereo not given)	-0.2	0	16	-24	-4	-14	-9	0	1

The order is random (roughly 2.9% active in at least one column).
